# BLM inh: blocks DNA unwinding by human BLM helicase; P54132; recombinant BLM DNA unwinding, fluorescence dequenching; AID 2528; Potency, µM (series often up to 56.1 µM), for inactives: top-dose activity change, negative = inhibition, hits mostly inhibitors; hit rate 0.2% among 350,000;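 further: potency means the concentration at half of the fitted maximal effect; plate controls were vehicle for no effect and no enzyme for full effect; nearly all actives have a fitted effect of over 35% in size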
# Anesthetic bind: binds horse apoferritin like a general anesthetic; hit rate 0.074% among 350,000; P02791; Potency, µM (highest dose often 77.5 µM), for the others: top-dose activity change, negative = displacement, hits mostly inhibitors; apoferritin/1-aminoanthracene competitive binding, fluorescence; further: potency means the concentration at half of the fitted maximal effect; on the % scale 0 is the no-effect control and ±100 the full control effect; nearly all actives have a fitted effect of over 20% in size
# Target sequence (P02791 2-175 limits assumed): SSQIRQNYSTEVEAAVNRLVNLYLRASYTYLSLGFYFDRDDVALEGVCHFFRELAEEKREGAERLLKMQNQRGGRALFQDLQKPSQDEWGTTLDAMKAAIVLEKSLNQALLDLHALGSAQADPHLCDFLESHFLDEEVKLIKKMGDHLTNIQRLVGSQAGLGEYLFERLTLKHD
#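 Horse-spleen apoferritin (10 uM) in 50% saturated 1-aminoanthracene in PBS was incubated 10 min at room temperature with compound. Fluorescence (ex 380, em 535 nm) was normalized to free and bound 1-AMA, with concentration-response fitted by a four-parameter Hill equation.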
# POLK inh: DNA polymerase kappa (human) inhibition; Q9UBT6; purified Pol kappa, fluorescent DNA synthesis assay, 10 min; Potency, µM (series often up to 107 µM), inactives show at the top dose activity, negative = inhibition, most hits filed as inhibitors; hit rate 0.53% among 400,000; AID 588579; further: potency means the concentration at half of the fitted maximal effect; on the % scale 0 is the no-effect control and ±100 the full control effect
# Target sequence (Q9UBT6 whole entry, looked up): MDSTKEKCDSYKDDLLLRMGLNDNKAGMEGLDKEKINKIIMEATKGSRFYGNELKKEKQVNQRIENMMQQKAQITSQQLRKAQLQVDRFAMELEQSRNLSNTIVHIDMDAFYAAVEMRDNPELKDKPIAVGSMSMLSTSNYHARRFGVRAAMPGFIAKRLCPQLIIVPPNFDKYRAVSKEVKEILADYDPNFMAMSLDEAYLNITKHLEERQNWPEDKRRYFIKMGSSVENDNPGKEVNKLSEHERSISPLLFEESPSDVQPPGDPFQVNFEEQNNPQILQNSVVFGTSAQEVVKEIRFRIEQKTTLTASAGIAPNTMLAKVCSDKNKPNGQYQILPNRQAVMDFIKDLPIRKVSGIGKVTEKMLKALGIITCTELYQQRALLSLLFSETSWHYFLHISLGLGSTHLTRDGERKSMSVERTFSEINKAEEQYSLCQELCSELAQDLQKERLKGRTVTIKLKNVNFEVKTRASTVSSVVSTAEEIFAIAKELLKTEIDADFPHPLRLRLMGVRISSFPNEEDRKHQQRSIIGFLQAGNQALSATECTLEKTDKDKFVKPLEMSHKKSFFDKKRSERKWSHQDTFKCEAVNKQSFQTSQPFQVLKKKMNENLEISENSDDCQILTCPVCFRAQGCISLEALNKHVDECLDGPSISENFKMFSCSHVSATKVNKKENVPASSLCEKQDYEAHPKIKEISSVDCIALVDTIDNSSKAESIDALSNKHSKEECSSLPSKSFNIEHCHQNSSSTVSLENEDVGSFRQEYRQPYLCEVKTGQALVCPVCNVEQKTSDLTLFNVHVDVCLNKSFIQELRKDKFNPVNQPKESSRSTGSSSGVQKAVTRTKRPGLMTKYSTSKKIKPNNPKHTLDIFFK
#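 50 nM final substrate added after 15 min RT preincubation of 10 nM Pol kappa with compound; fluorescence read at 0 and 10 min.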
# POLH inh: inhibitors of human DNA polymerase eta; hit rate 1.2% among 390,000; recombinant Pol eta, fluorescent DNA replication assay; Potency, µM (highest dose often 114 µM), inactives show at the highest dose activity change, negative = inhibition, hits mostly inhibitors; further: potency means the concentration at half of the fitted maximal effect; on the % scale 0 is the no-effect control and ±100 the full control effect
#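 Pol eta (10 nM) was preincubated with compounds for 15 min at room temperature, after which fluorescent replication substrate (50 nM final) was added to start the reaction. Fluorescence was read kinetically at 0 and 10 min.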
# POLB inh: inhibitors of human DNA polymerase beta; AID 485314; Pol beta primer extension/strand displacement, fluorescence kinetic; P06746; Potency, µM (doses to about 114 µM), without a hit: at the highest dose activity change, negative = inhibition, usual class: inhibitors; hit rate 1.3% among 340,000; further: potency means the concentration at half of the fitted maximal effect; on the % scale 0 is the no-effect control and ±100 the full control effect
#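 Curves were derived by four-parameter Hill fits of normalized qHTS data. The kinetic fluorescent primer-extension read was taken at 0 and 10 min after 50 nM substrate, following a 15 min room-temperature preincubation of 10 nM enzyme with compounds.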
# RXFP1 antag: antagonists of human relaxin receptor RXFP1; Q9HBX9; HEK293-RXFP1, relaxin-stimulated cAMP HTRF, 30 min; active compounds read low; activity change, negative = inhibition, % at 57.5 µM; hit rate 0.59% among 350,000;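 active means activity change of -60% or lower, but not beyond a set lower limit; inconclusive means change between -60% and -40%, or beyond the set limit; inactive means change above -40%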; further: on the % scale 0 is the no-effect control and ±100 the full control effect
# APE1 inh: blocks human APE1 abasic DNA cleavage. P27695. recombinant APE1, TAMRA/BHQ-2 abasic DNA cleavage fluorescence. Potency, µM (top dose mostly 65.8 µM), without a hit: at the highest dose activity change, negative = inhibition, usual class: inhibitors. hit rate 0.35% among 350,000;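 further: potency means the concentration at half of the fitted maximal effect; plate controls were vehicle for no effect and reference inhibitor for full effect; nearly all actives have a fitted effect of over 55% in size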
#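 Compound pre-exposure to 0.75 nM APE1, 15 min at ambient temperature. Reaction initiated with 50 nM TAMRA/BHQ-2 THF substrate, read immediately in kinetic mode, 525 nm excitation, 598 nm emission.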
# Pol iota inh: DNA polymerase iota (human) inhibition; Q9UNA4; Pol iota fluorescent replication assay, 10 min; Potency, µM (titrated, usually from 115 µM), inactives show at the top dose activity, negative = inhibition, usual class: inhibitors; hit rate 1% among 390,000; AID 588590; further: potency means the concentration at half of the fitted maximal effect
#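 Fluorescent replication assay read twice, at 0 min and 10 min after adding 50 nM (final) substrate. Enzyme (10 nM) and compounds were first incubated 15 min at room temperature; enzyme-free buffer wells were negative controls.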
# PGK inhibitor: T. brucei PGK inhibition; AID 602233; Potency, µM (titrated, usually from 57.5 µM), inactives show top-dose activity change, negative = inhibition, actives largely listed as inhibitors; hit rate 0.043% among 380,000; PGK/GAPDH coupled, Kinase-Glo luminescence, 60 min; further: potency means the concentration at half of the fitted maximal effect; on the % scale 0 is the no-effect control and ±100 the full control effect; nearly all actives have a fitted effect of over 60% in size
#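 Luminescent ATP detection (Kinase-Glo Plus) follows a 60-minute room-temperature incubation, with wells lacking PGK as controls. Buffer: 100 mM TEA (pH 7.6), 5 mM MgCl2, 0.01% Tween-20. Coupling enzyme GAPDH (100 nM final) supplies unstable 1,3-BPG in-well.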
# * hit, by the source's call; i = inactive; ? = inconclusive; . = not tested or not shown; & = joins results of further samples; [ ] = another dose, or the depositor's remark. Unless noted, the call rests on the fitted dose curve; in most records, active means well fitted curve in the direction sought with a large enough effect; inconclusive means small, poorly fitted or top-dose-only effect, or another doubt; inactive means no such curve, though single readings can be large; an effect the other way counts as inactive or inconclusive. Not all compounds are listed; rates above refer to the full screens.
SMILES,BLM inh,Anesthetic bind,POLK inh,POLH inh,POLB inh,RXFP1 antag,APE1 inh,Pol iota inh,PGK inhibitor
Cc1c2c(nc3ccccc13)CCC(C(C)(C)C)C2 (stereo not drawn),-3%,-20%,-8%,-24%,-20%,?,-7%,27%,-12%
Cn1nc(C(C)(C)C)cc1C(=O)NNC(=O)c1ccc(C(F)(F)F)cc1,-1%,-5%,-17%,5%,13%,11,0%,-15%,-1%
Cc1ccc(-c2nc(CS(=O)(=O)CC(=O)NCc3ccc(Cl)cc3)c(C)o2)cc1,-2%,-4%,3%,-6%,21%,-11,.,13%,-10%
Cc1cccc(CC(=O)N2CC(=O)Nc3ccc(C)cc3C2c2ccc(F)cc2)c1 (stereo not drawn),-3%,-17%,-7%,-23%,-18%,-36,.,5%,-3%
Cc1ccc(NC(=O)CSc2nnc(-c3ccccn3)n2N)cc1F,-6%,-1%,-8%,-9%,5%,2,-13%,-6%[58.9 µM],8%
CN(C(=O)COC(=O)c1cc([N+](=O)[O-])ccc1Sc1ccccc1)C1CCS(=O)(=O)C1 (stereo not drawn),-3%,-20%,1%,-16%,7%,-3,-2%,75%[activator],-3%
CC(C)CNC(=O)NC(=O)COC(=O)c1cccc(NS(=O)(=O)c2ccc(F)c(F)c2)c1,-4%,-22%,-3%,-17%,-7%,-4,1%,13%,-3%
COc1ccc(CNC(=O)CN2C(=O)COc3ccc(S(=O)(=O)N4CCC(C)CC4)cc32)cc1,-4%&-5%,-15%&-3%,-6%&-11%,-22%&-17%,3%&1%,8&-27,0%,42%&0%[activator],-9%&-3%
COc1ccccc1-n1c(SCC(=O)OC(C)C)nc2cccnc21,-4%,0%,6%,-19%,3%,19,1%,35%[activator],3%
CCOC(=O)NC(=O)/C(C#N)=C(/C)N(C)C,-3%,-5%,-2%,-18%,1%,-16,1%,14%,8%
CCOC(=O)c1sc(NC(=O)C(CC)Sc2nnc3c4ccccc4n(CC)c3n2)nc1C (stereo not drawn),4%,-1%,-5%,?,18%,5,15%,19%,10%
CCOc1ccccc1C(=O)NC1CCNCC1,-7%,-10%,-10%,-9%,-5%,0,8%,9%,9%
Cc1cc(C)nc(Nc2cccc3ccccc23)n1,-1%,?,-9%,-14%,1%,4,0%,16%,i
CCCC[C@@H]1C=C(C(=O)O)[C@H](c2ccc(C#N)cc2)N1S(=O)(=O)c1ccc(C)cc1,.,.,10%,-9%,.,.,21%,-22%,-9%
CC1(C)Cc2c(C#N)c(OCC(=O)c3ccc(Cl)cc3)nc(-c3ccco3)c2CO1,2%,-10%,-2%,-5%,3%,-4,3%,22%,i
CONC(=O)c1cc(OCC(F)(F)F)ccc1OCC(F)(F)F,-2%,-4%,-10%,-8%,1%,13,6%,13%,7%
O=C(Nc1ccsc1C(=O)O)c1cccc(Oc2ccccc2)c1,-1%,1%,-4%,-5%,12%,-80*,51%[activator],121%[activator],8%
Cc1ccc(S(=O)(=O)N2CCC(C(=O)Nc3ccc4c(c3)OCO4)CC2)cc1,0%,-9%,-41%,-9%,-9%,-11,6%,-8%,i
CC(Nc1ccc(-c2nc(-c3ccco3)no2)cc1[N+](=O)[O-])c1ccccc1 (stereo not drawn),-8%,-15%,?,-9%,20µM*,.,.,71µM*,-9%
Cn1c(COc2ccccc2)nnc1SCC(=O)Nc1nnc(C2CC2)s1,.,.,0%,-1%,.,0,.,20%,2%
Cc1cc(C)n(-c2nc(-n3nc(C)cc3C)c3c4c(sc3n2)COC(C)(C)C4)n1,0%,-16%,.,.,26%,.,-8%,.,.
Cc1ccc(S(=O)(=O)/N=C(/c2ccc(F)cc2)N(C)C)cc1,-3%,6%,-1%,6%,13%,2,-8%,18%,1%
O=c1ccc2ccc(OCc3nnc(-c4ccccc4Br)o3)cc2o1,-4%,?,-2%,-4%,14%,0,8%,-4%,2%
CC1(C)CC(O)C(CCC(O)c2ccccc2)C(C)(C)N1 (stereo not drawn),-1%,-7%,-2%,-15%,34%,11,-2%,-2%,9%
CC1CCN(C(=O)CN2c3ccc(C(C)C)cc3-c3ccccc3S2(=O)=O)CC1,-9%,-8%,-1%,7%,18%,2,.,-13%,-13%
N#Cc1ccc2c(c1)C[C@]1(CCCCN3C(=O)c4ccccc4C3=O)Oc3cc(-c4ccccc4)oc(=O)c3[C@H]2O1,-5%[12.4 µM],-20%[15.3 µM],.,.,-28%[22.9 µM],.,-9%[12.4 µM],.,.
CCOc1ccc(NC(=O)CNC(=O)c2cn(-c3ccccc3OC)c(=O)c3ccccc23)cc1,-2%,?,-4%,-16%,12%,2,0%,3%,-2%
COc1cc(C(=O)Nc2ccc3c(c2)OCO3)c([N+](=O)[O-])cc1OC,-2%,-8%,-8%,-3%,11%,-7,44%,-4%,-4%
CCc1nn2c(=O)cc(COC(=O)c3ccc(NC(=O)COc4ccc(C)cc4)cc3)nc2s1,-3%,48%[activator],-17%[60.1 µM],-5%,8%,12,.,-2%,6%
COc1ccc(S(N)(=O)=O)cc1C(=O)OCC(=O)Nc1ncc(Cl)c(C)c1Cl,.,.,-12%,?,.,-18,45%[activator],?,6%
O=C(c1ccc(Cl)cc1)C1CCCN(Cc2cccn2-c2cccnc2)C1 (stereo not drawn),-5%,-3%,7%,5%,0%,4,2%,1%,1%
CCOC(CNC(=O)c1ccc2c(c1)ncn2-c1ccccc1OC)OCC,-4%,-1%,0%,-7%,-3%,-15,11%,-10%,-4%
COc1ccccc1NC(=O)NNC(=O)c1ccc2ccccc2c1,-1%,-13%,0%,-7%,1%,1,14%,-6%,-4%
CCCCN(C(=O)COC(=O)c1ccc(C)s1)c1c(N)n(CCC)c(=O)[nH]c1=O,.,.,-3%,-14%,.,-8,13%,21%,-4%
CCCCc1ccc(NC(=O)c2ccc(NS(C)(=O)=O)cc2)cc1,-1%,-3%,-4%,-19%,0%,-2,-2%,31%[activator],-8%
CC1CCN(C(=O)c2cccc(S(=O)(=O)N3CCCCC3)c2)CC1,1%,-13%,-9%,-11%,4%,-2,-2%,31%[activator],-7%
COc1ccc(/C=C/C(=O)c2ccc(Cl)s2)cc1O,-7%,?,-12%,?,0%,-23,1%,-26%,-13%
Clc1ccc(-c2ccnc(-n3cccc3)n2)s1,-15%,-15%,5%,-22%,-8%,-10,0%,9%,i
Cc1nn(C)c(C)c1N1C(=O)c2cccc3c(Br)ccc(c23)C1=O,1%,8%,-17%,-4%,13%,5,-1%,3%,-3%
OCCCn1c(C2CCCN2c2nc(-c3ccc(Cl)cc3)cs2)nc2cc(Cl)c(N3CCCCC3)cc21 (stereo not drawn),.,.,-2%,-10%,.,.,.,22%,-5%
CC(C)[C@@H](N)C(=O)NC[C@H]1O[C@@H](n2cnc3c(N)ncnc32)[C@H](O)[C@@H]1O,.,.,-7%,2%,.,.,0%,-21%,-4%
CCCNC(=O)CSc1nc2ccccc2c(=O)n1CCC,0%,-5%,-6%,-5%,31%,12,-1%,16%,8%
O=C(C1CC1)N1CCc2cc(Br)cc(S(=O)(=O)NCCN3CCOCC3)c21,-4%,-10%,-2%,-10%,19%,3,-3%,14%,3%
CN(C)S(=O)(=O)c1cccc(NC(=O)COC(=O)CCOc2ccccc2)c1,-4%,-22%,-5%,-10%,2%,11,-4%,148%[activator],i
O=C(Nc1ccc(NC(=O)C2CC2)cc1)c1ccco1,2%,-4%,-5%,-18%,28%,-3,1%,2%,-1%
CC(=O)/C=C1/SC(CC(=O)O)C(=O)N1c1ccccc1 (stereo not drawn),-12%,4%,2%,-7%,-1%,-9,-4%,5%,-2%
CCOc1ccccc1NC(=O)CCS(=O)(=O)c1ccc2c(c1)CCN2C(C)=O,-2%,0%,8%,-19%,-8%,5,12%,6%,-9%
Clc1ccc(-c2nc(C3CCCCC3)no2)cc1,-4%,-5%,-2%,-12%,0%,3,6%,93%[activator],-4%
CSCC[C@H](NC(=O)c1ccc(OCC2CCCO2)cc1)c1nc2ccccc2[nH]1 (stereo partly drawn),.,.,-13%,-16%,.,-7,29%,104%[activator],i
CC(C)C(c1nnnn1CCc1ccccc1)N1CCN(C(=O)c2ccco2)CC1 (stereo not drawn),1%,-10%,-13%,-15%,9%,-9,0%,29%,-2%
CN(Cc1ccccc1)C(=O)c1[nH]cnc1C(=O)N[C@@H](Cc1ccccc1)C(=O)OC(C)(C)C,-6%,?,-4%,-24%,10%,.,-18%,26%,-9%
CCCOc1ccc(C(NC(=O)CC(C)C)NC(=O)CC(C)C)cc1OC,-1%,5%,-18%,-15%,17%,20,-10%,?,-2%
CCCCCCCC/C=C\CCCCCCCC(=O)N[C@H](CO)Cc1ccc(O)cc1,-19%,-18%,-14%[60.1 µM],.,.,.,?,.,.
COc1ccc(NCc2cccn2-c2nnc(N3CCCCC3)s2)cc1OC,-5%,-2%,3%,-15%,37%,.,.,7%,4%
CCCSC1=C(C#N)C(c2cccs2)CC(=O)N1 (stereo not drawn),-2%,4%,-14%,5%,-1%,-7,-3%,13%,-2%
Cc1ccc(SC(C)C(=O)NC2CC2)cc1 (stereo not drawn),-6%,-3%,-15%,-17%,-2%,11,7%,19%,-3%

# 4 of the compounds above, with values under each structure:
# Fields: BLM inh, Anesthetic bind, POLK inh, POLH inh, POLB inh, RXFP1 antag, APE1 inh, Pol iota inh, PGK inhibitor
CCCNC(=O)CSc1nc2ccccc2c(=O)n1CCC
 : 0%, -5%, -6%, -5%, 31%, 12, -1%, 16%, 8%
O=C(C1CC1)N1CCc2cc(Br)cc(S(=O)(=O)NCCN3CCOCC3)c21
 : -4%, -10%, -2%, -10%, 19%, 3, -3%, 14%, 3%
CN(C)S(=O)(=O)c1cccc(NC(=O)COC(=O)CCOc2ccccc2)c1
 : -4%, -22%, -5%, -10%, 2%, 11, -4%, 148%[activator], i
O=C(Nc1ccc(NC(=O)C2CC2)cc1)c1ccco1
 : 2%, -4%, -5%, -18%, 28%, -3, 1%, 2%, -1%

# High-throughput results (PubChem BioAssay)
